Screening results deposited in PubChem BioAssay by National Center for Advancing Translational Sciences (NCATS).
SW480 rerep: induces DNA re-replication in SW480 colon adenocarcinoma cells; SW480 DNA re-replication, Hoechst DNA content imaging, 48 h; Potency, µM (doses to about 46.1 µM), without a hit: at the top dose re-replication activation, hits mostly activators; actives 1.8% (n = 340,000); AID 624297; note: potency is the fitted concentration of half-maximal effect; % of control where 0% means no effect; nearly all actives have a fitted effect of over 55% in size
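Treated cells incubate 48 hr (37 C, 5% CO2), are stained 40 min with Hoechst, and nuclear fluorescence is enumerated; a rise in nuclei with high DNA signal marks re-replication.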
HT1080NT lethal: kills 2HG-producing HT-1080-NT fibrosarcoma cells | actives 1.6% (n = 360,000) | Potency, µM (titrated, usually from 46.1 µM), for the others: at the highest dose activity, negative = less viability, usual class: cytotoxic | HT-1080-NT fibrosarcoma viability, CellTiter-Glo ATP luminescence, 48 h | AID 686970;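 note: NT is the 2HG producing partner of a matched IDH1 knockdown line; potency is the fitted concentration of half-maximal effect; 0% = DMSO-treated cells and -100% = media-only wells without cells; nearly all actives have a fitted effect of over 55% in size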
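Viability by CellTiter-Glo luminescence after 48 h compound exposure at 37C of HT-1080-NT cells (750/well, RPMI, 5% FBS). % activity scaled between DMSO wells and medium-only wells, then curve-fitted and categorized by curve class.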
HT1080 IDH1KD tx: toxicity to HT-1080 IDH1 knockdown cells (counter line). Potency, µM (top dose mostly 46.1 µM), inactives show at the highest dose activity, negative = toxicity, hits mostly cytotoxic. actives 2% (n = 360,000). HT-1080 IDH1 knockdown viability, ATP luminescence, 48 h;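 note: potency is the fitted concentration of half-maximal effect; 0% = DMSO wells and -100% = cell-free medium wells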
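Knockdown cells (IDH1KD HT-1080) received compounds 2 h after plating at 750 cells/well and were kept 48 h at 37 °C in 5% FBS RPMI. A CellTiter-Glo luminescence read gave % activity for curve fitting.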
HepG2 viability: kills HepG2 cells in TGF-b inhibitor counter-screen; HepG2 CAGA-GFP viability, ATP luminescence, 18 h; Potency, µM (series often up to 46.1 µM), without a hit: at the highest dose activity change, negative = cytotoxicity, most hits filed as cytotoxic; actives 0.76% (n = 410,000); note: potency is the fitted concentration of half-maximal effect; some results filed as inactive show a strong effect at the top dose
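HepG2 CAGA-GFP cells (1000/well, DMEM with 1% FBS) received compound, then TGF-beta at 500 pg/mL final, and were incubated 18 hours at 37 degrees C. Viability was read by CellTiter-Glo luminescence. Media-only wells were set as complete cell-killing and DMSO as no toxicity.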
ATXN viability: reduces viability in counter-screen for ATXN expression inhibitors | S2 cells (HEK-293 line with an ATXN2-luciferase reporter) viability, CellTiter-Fluor protease fluorescence, 24 h | Potency, µM (titrated, usually from 56.7 µM), hits mostly cytotoxic | actives 0.49% (n = 400,000); note: potency is the fitted concentration of half-maximal effect; nearly all actives have a fitted effect of over 40% in size
KB-3-1 tox: kills parental KB-3-1 adenocarcinoma cells; AID 1347075; Potency, µM (doses to about 46.1 µM), for the others: at the top dose activity change, negative = cytotoxic, actives largely listed as cytotoxic; actives 1.4% (n = 400,000); KB-3-1 viability, CellTiter-Glo ATP luminescence, 72 h; note: potency is the fitted concentration of half-maximal effect; % is set by controls: 0 for no effect and ±100 for the full control effect; nearly all actives have a fitted effect of over 60% in size
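Cells are dispensed, compounds pinned in, plates held at 37 °C for 72 h, then CellTiter-Glo is added and luminescence read after 10 minutes. Cell line: parental KB-3-1 in phenol-red-free DMEM, 10% FBS.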
MCF10A rerep: induces DNA re-replication in MCF 10a normal breast cells; actives 2.9% (n = 350,000); MCF 10A DNA re-replication, Hoechst nuclear intensity, 48 h; Potency, µM (doses to about 46.1 µM), without a hit: top-dose activity, positive = re-replication, usual class: activators; AID 624296; note: potency is the fitted concentration of half-maximal effect; % of control where 0% means no effect; nearly all actives have a fitted effect of over 50% in size
IL-1B inflam inh: blocks inflammasome-driven IL-1 beta release. THP-1 LPS/ATP IL-1B secretion, AlphaLISA, 16 h; hits give low values. activity change, % at 57.5 µM. actives 4.7% (n = 360,000). AID 743279; in the data active = activity change below about -50%; inconclusive = mostly about -30% to -49%; note: % is set by controls: 0 for no effect and ±100 for the full control effect
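THP-1 cells pretreated 1 hr with compounds (up to 57.5 uM final), then stimulated with LPS (250 ng/mL final) plus ATP (1.25 mM final); secreted IL-1B measured by AlphaLISA after 16 hr, decreased signal indicating inhibition.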
ATXN2 expr inh: ATXN2 expression inhibition; actives 0.72% (n = 360,000); Potency, µM (highest dose often 57 µM), without a hit: at the top dose activity change, negative = inhibition, usual class: inhibitors; HEK-293 ATXN2-luciferase reporter, luminescence, 24 h; AID 1745845; note: potency is the fitted concentration of half-maximal effect; % is set by controls: 0 for no effect and ±100 for the full control effect; nearly all actives have a fitted effect of over 55% in size
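ATXN2-luciferase reporter cells (luciferase flanked by upstream and downstream ATXN2 gene portions) were treated 24 h at 37 °C with compounds at up to 57 uM. SteadyGlo luminescence gave expression; GF-AFC fluorescence gave viability.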
* marks the source's active call; other numbers are inactive results; i = inactive; u = inconclusive; x = no result given; & = joins results of further samples; [ ] = remark or other dose. Unless noted, calls come from the whole dose curve; as a rule, active = well fitted curve in the direction sought with a large enough effect; inconclusive = small, poorly fitted or top-dose-only effect, or another doubt; inactive = no such curve, though single readings can be large; an effect the other way counts as inactive or inconclusive. Outcome played no part in choosing rows; about 8.9% have a hit in one of these screens.

item | canonical_smiles | SW480 rerep | HT1080NT lethal | HT1080 IDH1KD tx | HepG2 viability | ATXN viability | KB-3-1 tox | MCF10A rerep | IL-1B inflam inh | ATXN2 expr inh
1 | Cc1cc(C(=O)N2CCCC2(C)C(=O)NCC(C)C)nn1C(C)(C)C (stereo unspecified) | x | 22% | 0% | -9% | i | 0% | x | 1 | 5%
2 | Cc1c(OC(C)C(=O)NCCN2CCOCC2)ccc2c3c(c(=O)oc12)CCC3 (stereo unspecified) | -19% | 6% | 0% | -14% | x | 3% | -9% | 11 | x
3 | CCc1nc2nc(C)c(NS(=O)(=O)c3ccc(CC(C)C)cc3)c(=O)n2[nH]1 | u | 10% | 0% | -1% | i | 18% | 0% | -15 | 7%
4 | CCSCc1nnc(SCC(=O)Nc2ccc(F)cc2)n1CC | -12% | -3% | 2% | -25% | i | 0% | 1% | -7 | 4%
5 | N#C/C(=C\c1ccc(Cl)cc1)C(=O)NCC1CCCO1 (stereo unspecified) | x | x | x | -25% | i | 0% | x | x | 9%
6 | CCCn1cc(S(=O)(=O)c2ccc(C)cc2)c(=O)c2cc(OC)c(OC)cc21 | 3% | 2% | 0% | -15%&-1% | u | 7%&2% | -21% | -8 | -3%
7 | N/C(=N\OC(=O)c1ccc(Cl)cc1Cl)c1cccnc1 | 10% | 0% | 9% | -7% | i | -2% | 5% | 41 | x
8 | O=C(CSc1nccn1Cc1ccc(F)cc1)NCc1ccc(F)cc1 | x | x | x | -6% | i | 11% | x | x | -4%
9 | COc1cc(OC)cc(-c2c(C#Cc3ccsc3)c3cc(-c4cccc5[nH]cc(C=O)c45)ccc3n2C)c1 | 5% | -4% | -9% | -8% | u | -29% | -3% | -20 | -13%
10 | COc1ccc(CNC(=O)C2CC(c3ccc(C(F)(F)F)cc3)=NO2)cc1 (stereo unspecified) | -5% | -10% | -26% | -8% | i | u | u | 25 | -1%
11 | COc1ccc(NC(=O)CN(C)CC(=O)Nc2ccc(Cl)c(S(=O)(=O)N(C)C)c2)cc1 | -36%[inhibitor][1.84 µM] | -7% | -2% | -23% | i | -5% | 3% | -3 | -18%
12 | CCOc1ccc(N2CC(C(=O)NC(C)C)CC2=O)cc1 (stereo unspecified) | 1% | 2% | 4% | -1% | i | 1% | 5% | 21 | -4%
13 | Cc1onc(-c2c(F)cccc2Cl)c1C(=O)Nc1cc(S(=O)(=O)N2CCCCC2)ccc1O | 9% | u | -14% | -31% | i | u | u | -17 | -11%
14 | COc1ccccc1C/C(N)=N/OC(=O)c1ccco1 | 1% | -2% | -6% | -3% | i | u | 18% | -8 | -9%
15 | Cc1cc(C)c(S(=O)(=O)c2ccc(Cl)cc2)c(Cl)n1 | -2% | -16% | -8% | 5% | i | -1% | -1% | 9 | -4%
16 | CNC(=S)N/N=C/c1cn(Cc2ccc(F)cc2)c2ccccc12 | 0% | -27% | -28% | -24% | u | u | u | -20 | -23%
17 | CCN(CCn1cccn1)C(=O)c1ccc2nc(Cc3ccc(OC)cc3)oc2c1 | -20% | 1% | -1% | 8% | i | 4% | -1% | 4 | 5%
18 | CCCCN(C)C(=O)c1ccc2c(c1)S(=O)(=O)c1ccccc1C2=O | 4% | 0% | -1% | -12% | i | 7% | 2% | 6 | 4%
19 | CC(=O)Nc1ccc(S(=O)(=O)Nc2ccc3c(c2)CCC3)cc1 | 1% | -12% | -25% | -10% | i | -28% | 15% | -3 | -22%
20 | CC(=O)c1c(C)[nH]c(C(=O)OCC(=O)Nc2cccc(S(=O)(=O)N(C)C)c2)c1C | 3% | 14% | -2% | -9% | i | -28% | 15% | -6 | -25%

Reprinted from the part before: 2 compounds, followed by the next part.
item | canonical_smiles | SW480 rerep | HT1080NT lethal | HT1080 IDH1KD tx | HepG2 viability | ATXN viability | KB-3-1 tox | MCF10A rerep | IL-1B inflam inh | ATXN2 expr inh
19 | CC(=O)Nc1ccc(S(=O)(=O)Nc2ccc3c(c2)CCC3)cc1 | 1% | -12% | -25% | -10% | i | -28% | 15% | -3 | -22%
20 | CC(=O)c1c(C)[nH]c(C(=O)OCC(=O)Nc2cccc(S(=O)(=O)N(C)C)c2)c1C | 3% | 14% | -2% | -9% | i | -28% | 15% | -6 | -25%
21 | CCOc1ccc(C2NC(=O)c3ccccc3O2)cc1OC (stereo unspecified) | -6% | 0% | -2% | -3% | i | 0% | 6% | 19 | x
22 | CC12c3ccccc3C(c3ccccc31)C1C(=O)N(Cc3cccnc3)C(=O)[C@H]12 (stereo partly specified) | -2% | -3% | -2% | -25% | i | -5% | -4% | -10 | -7%
23 | CC(Oc1ccc2ccccc2c1)C(=O)NNC(=O)Nc1ccccc1F (stereo unspecified) | -2% | 7% | -6% | 13% | i | 22% | 3% | -50* | 4%
24 | CCOc1ccc(Nc2c(S(=O)(=O)c3ccc(C)cc3)cnc3cc(OC)c(OC)cc23)cc1 | x | x | x | -22% | i | -30% | x | x | -2%
25 | Cc1cc(NC(=O)c2c(F)cccc2Cl)n(-c2nc3ccccc3[nH]2)n1 | -5%[9.22 µM] | u | u | -88% | u | 0% | 10µM* | 0 | u
26 | CCCCCC(=O)N1CC2(C)CN(C(=O)CCCCC)CC(C)(C1)C2=O | -3% | 8% | 5% | 0% | i | 19% | -21% | 8 | 0%
27 | COCCN(C(=O)COC(=O)c1ccc2ccccc2c1)c1c(N)n(Cc2ccccc2)c(=O)[nH]c1=O | x | 0% | -1% | -20% | i | 4% | x | -10 | x
28 | COc1cccc(Cn2c(=O)sc3ccccc3c2=O)c1 | u | -16% | -10% | -19% | i | 0% | 6% | 61 | 43%[activator]
29 | Cc1nnc(NC(=O)C23CC4CC(C)(CC(C)(C4)C2)C3)s1 | 5%[1.84 µM] | 9% | 11% | -5% | i | -2% | -24% | 37 | -8%
30 | Nn1c(SCC(=O)N2CCCCCC2)nnc1-c1ccco1 | -12% | -3% | 2% | -11% | i | 2% | 3% | -1 | -7%
31 | O=C(CCCOC(=O)c1ccc(O)cc1O)c1ccc(Br)cc1 | 1% | -7% | 0% | -18% | i | -6% | u | 3 | u
32 | CCOc1ccc(NC(=O)CN(C)C(=O)C2CC(=O)N(c3cccc(SC)c3)C2)cc1OCC (stereo unspecified) | -18% | 1% | 2% | 0% | i | 11% | 15% | -25 | -2%
33 | CCOC(=O)Cc1csc(NC(=O)/C=C/c2ccccc2Cl)n1 | -5% | u | -18% | 9% | i | -1% | -1% | -29 | 6%
34 | O=S(=O)(NCc1cccnc1)c1ccc(Cl)c(Cl)c1Cl | 3%[9.22 µM] | 0% | -1% | -4% | i | 15% | u | 0 | 3%
35 | COCCCNC(=O)c1c(NC(=O)Cc2coc3c(C)c(C)ccc23)sc2c1CCCC2 | x | x | x | -81% | i | -27% | x | x | 14%
36 | CCN1CCN(Cc2c(C)[nH]c3ccc(C(=O)OC)cc3c2=O)CC1 | 1% | -1% | 3% | 3% | i | 11% | 9% | 0 | 0%
37 | O=C(c1ccccc1)c1cc(F)c(N2CCOCC2)cc1Cl | 7% | -11% | -14% | -41% | i | 0% | -1% | -18 | 17%
38 | CCN1CCN(S(=O)(=O)c2ccc(Cl)c(C(=O)NC3CCCCC3)c2)CC1 | -1% | 10% | 10% | 3% | i | -12% | 2% | 4 | 2%
39 | C=CCOc1ccc(Cl)cc1CNC1CCCC1 | u | -16% | -7% | -20% | i | -3% | 27% | -2 | -7%
40 | Cc1cc2nc(-c3ccc(SCC(=O)N4CCOCC4)nc3)[nH]c2cc1C | -12% | u | u | -29% | i | u | u | u | -5%
41 | Cc1ccccc1Cn1c(CN2CCC(C(=O)NCc3ccc(Cl)cc3)CC2)cc2ccccc21 | x | x | x | -23% | u | -3% | x | x | 9%
42 | CC1(Br)C(Sc2ccccc2[N+](=O)[O-])=Nc2ccccc21 (stereo unspecified) | x | 6.5µM* | u | x | u | u | x | 14 | -37%
43 | COc1cc(C(CC(=O)Nc2ncccc2C)N2Cc3ccccc3C2=O)cc(OC)c1OC (stereo unspecified) | -14% | 9% | 0% | 4%&2% | i | 5%&15% | -6% | -20 | -1%
44 | Cc1ccc(NC2(C#N)C(=O)Nc3ccccc32)cc1C (stereo unspecified) | -9% | u | -3% | 1% | u | -4% | 2% | -2 | -29%
45 | Cc1ccc(S(=O)(=O)N2CCOCC2)cc1NC(=O)COC(=O)c1cncc(Br)c1 | 8% | -1% | -1% | -2% | i | u | 4% | -17 | 4%
46 | CCOc1ccccc1N1CCN(C(=O)c2cc3c(s2)CCC3)CC1 | -2% | -12% | -8% | -14% | i | -2% | 2% | 0 | 1%

Gathered by group: the entries above with a furan ring, fused or not.
item | canonical_smiles | SW480 rerep | HT1080NT lethal | HT1080 IDH1KD tx | HepG2 viability | ATXN viability | KB-3-1 tox | MCF10A rerep | IL-1B inflam inh | ATXN2 expr inh
14 | COc1ccccc1C/C(N)=N/OC(=O)c1ccco1 | 1% | -2% | -6% | -3% | i | u | 18% | -8 | -9%
30 | Nn1c(SCC(=O)N2CCCCCC2)nnc1-c1ccco1 | -12% | -3% | 2% | -11% | i | 2% | 3% | -1 | -7%
35 | COCCCNC(=O)c1c(NC(=O)Cc2coc3c(C)c(C)ccc23)sc2c1CCCC2 | x | x | x | -81% | i | -27% | x | x | 14%

Some of the entries above, reformatted.
The line under a structure holds: SW480 rerep	HT1080NT lethal	HT1080 IDH1KD tx	HepG2 viability	ATXN viability	KB-3-1 tox	MCF10A rerep	IL-1B inflam inh	ATXN2 expr inh
[42] CC1(Br)C(Sc2ccccc2[N+](=O)[O-])=Nc2ccccc21 (stereo unspecified)
→ x	6.5µM*	u	x	u	u	x	14	-37%
[45] Cc1ccc(S(=O)(=O)N2CCOCC2)cc1NC(=O)COC(=O)c1cncc(Br)c1
→ 8%	-1%	-1%	-2%	i	u	4%	-17	4%
